p97 ATPase inh – inhibitors of human p97 ATPase. inhibition, % at 8 µM. AID 1481. actives 0.42% (n = 220,000). recombinant p97 ATPase, Kinase-Glo ATP luminescence, 3 h. P55072; in the data active = inhibition above about 15%;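 note: 0% = DMSO vehicle and 100% = wells lacking enzyme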
Runt-SMMHC FRET – Runt domain-CBFb-SMMHC interaction inhibition; AID 1434; actives 0.74% (n = 220,000); inhibition, % at 20 µM; Cerulean-Runt/Venus-CBFb-SMMHC FRET ratio 530/480, 1 h;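 active = mean inhibition across duplicate retests at 20 µM reaching about 50%, limit read from the data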;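 note: 0% = DMSO wells and 100% = wells with excess untagged CBFb-SMMHC; inhibitors lower the FRET ratio by blocking Runt binding to CBFb-SMMHC; some results filed as inactive read as strong as hits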
Target sequence (Q01196 whole entry, looked up, the tested form may be a part): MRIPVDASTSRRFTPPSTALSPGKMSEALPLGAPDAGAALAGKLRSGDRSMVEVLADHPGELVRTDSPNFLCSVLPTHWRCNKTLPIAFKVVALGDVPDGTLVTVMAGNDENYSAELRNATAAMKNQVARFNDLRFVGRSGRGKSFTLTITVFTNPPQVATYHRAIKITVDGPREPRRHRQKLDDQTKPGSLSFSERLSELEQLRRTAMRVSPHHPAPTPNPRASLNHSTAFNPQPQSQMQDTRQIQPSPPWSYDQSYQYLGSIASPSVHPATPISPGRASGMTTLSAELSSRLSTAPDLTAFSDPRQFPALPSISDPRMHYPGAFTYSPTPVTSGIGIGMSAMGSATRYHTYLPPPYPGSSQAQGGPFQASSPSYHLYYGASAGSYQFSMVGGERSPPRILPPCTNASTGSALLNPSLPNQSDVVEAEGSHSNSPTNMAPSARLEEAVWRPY
Target sequence (Q13951 whole entry, looked up, the tested form may be a part): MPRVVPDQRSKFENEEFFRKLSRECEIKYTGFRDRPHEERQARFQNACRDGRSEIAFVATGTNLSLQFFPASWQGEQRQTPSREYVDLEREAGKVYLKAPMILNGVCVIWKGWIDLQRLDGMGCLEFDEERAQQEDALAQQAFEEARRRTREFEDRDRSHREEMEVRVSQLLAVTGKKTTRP
Runt-CBFb FRET – inhibitors of human RUNX1 Runt domain binding to CBFb | Q01196+Q13951 | Cerulean-Runt/Venus-CBFb FRET ratio 530/480, 1 h | inhibition, % at 20 µM | actives 0.46% (n = 220,000);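 active = inhibition over about 50% at 20 µM in the single-dose screen, limit read from the data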;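 note: 0% = DMSO wells and 100% = excess unlabeled CBFb competitor control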
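Doses: 20 µM compound in 1% DMSO | Material: Cerulean-labeled Runt domain protein | Amount: Each fluorescent fusion protein 100 nM | Schedule: Two 1 h room-temperature incubations shielded from light | Measured by: FRET fluorescence | Evaluation: Loss of energy transfer signal | Controls: Unlabeled CBFb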
Tb hexokinase – T. brucei hexokinase 1 inhibition | recombinant TbHK1, G6PDH-coupled NADH A340 | inhibition, % at 10 µM | actives 0.11% (n = 220,000) | AID 1430;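 active = inhibition of 50% or more in the single-dose primary screen; inactive = inhibition below 50%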
p47phox inh – blocks human p47phox regulatory protein of NADPH oxidases; actives 0.53% (n = 220,000); p47phox/p22phox peptide binding, fluorescence polarization, 2 h; inhibition, % at 24.7 µM; P14598;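 active = inhibition above about 30%, limit read from the data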;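 note: 0% = p47phox with labelled peptide and 100% = labelled peptide alone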
Target sequence (P14598 whole entry, looked up): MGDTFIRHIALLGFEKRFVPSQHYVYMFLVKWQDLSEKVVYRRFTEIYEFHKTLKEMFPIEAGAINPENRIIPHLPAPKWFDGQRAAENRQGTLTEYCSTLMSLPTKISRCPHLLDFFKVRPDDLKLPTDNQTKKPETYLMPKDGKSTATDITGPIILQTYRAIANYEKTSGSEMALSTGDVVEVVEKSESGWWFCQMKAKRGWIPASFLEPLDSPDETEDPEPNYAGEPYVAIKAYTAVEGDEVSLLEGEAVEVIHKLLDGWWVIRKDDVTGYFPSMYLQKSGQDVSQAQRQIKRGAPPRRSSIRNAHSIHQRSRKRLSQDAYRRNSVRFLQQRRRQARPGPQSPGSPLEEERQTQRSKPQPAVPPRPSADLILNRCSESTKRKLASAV
RBBP9 inhibitor – inhibitors of human serine hydrolase RBBP9; O75884; recombinant RBBP9, FP-Rh probe fluorescence polarization; actives 0.2% (n = 220,000); inhibition, % at 7.94 µM;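 active = inhibition above the campaign mean of all tested compounds plus 3 SD, cut at about 14% in these data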;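 note: plate controls were DMSO wells with RBBP9 for no effect and wells lacking RBBP9 protein for full effect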
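Assay system: recombinant human RBBP9; Reagent: Serine-hydrolase probe FP-Rh, 375 nM pre-mixing; Doses: 7.94 µM single dose, 0.794% DMSO; Incubation: 30 min then 45 min, 25 °C; Detection: fluorescence polarization (mP), excitation 525 nm, emission 598 nm; Evaluation: percent inhibition from mP, scaled between DMSO and no-protein wells.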
Furin inhibitor – blocks human furin protease activity | purified furin, fluorogenic substrate cleavage | inhibition, % at 30 µM | actives 0.061% (n = 220,000) | AID 463115; in the data active = inhibition above about 25%; note: inactives centre near -15
EBV gp42 inh – EBV gp42 inhibition; Fluorescence polarization binding assay, mP read-out; inhibition, % (tested at 21.74 µM); actives 0.42% (n = 220,000); AID 1085; in the data active = inhibition above about 50%
m-calpain inh – blocks pig calpain II enzyme activity. purified calpain II, fluorogenic peptide substrate, 30 min. inhibition, % at 16 µM. actives 0.37% (n = 220,000). AID 1236;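 active = inhibition above about 50%, limit read from the data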
Active calls of the source: *; i = inactive; . = no result given; & = joins results of further samples; [ ] = dose if it differs, or a comment.

entry	SMILES	p97 ATPase inh	Runt-SMMHC FRET	Runt-CBFb FRET	Tb hexokinase	p47phox inh	RBBP9 inhibitor	Furin inhibitor	EBV gp42 inh	m-calpain inh
1	CN(Cc1ccccc1)c1nc2c(c(=O)[nH]c(=O)n2C)n1CCSc1nc2ccccc2[nH]1	6	0	-1	4	5	-3	-4	-19	-21
2	CN(C(=O)COC(=O)COc1ccc(Cl)cc1)C1CCCCC1	3	1	0	-2	10	-5	-10	3	7
3	O=C(NCCCn1ccnc1)C(=O)NCC1OCCN1S(=O)(=O)c1cc(F)ccc1F (stereo not drawn)	-1	0	2	6	5	-2	-15	-7	-7
4	CCCC(C)C(=O)N(Cc1ccccc1)c1ccccn1 (stereo not drawn)	2	0	1	-5	4	-2	-21[20 µM]	-24	-2
5	O=C(CSc1ncn[nH]1)N1N=C2/C(=C/c3ccco3)CCCC2C1c1ccco1 (stereo not drawn)	2	8	31	-22	-12	-10	-4[20 µM]	-4	-15
6	CN(C)c1ccc(NC(=O)CSc2nc(N)c(C(=O)Nc3ccc(N(C)C)cc3)s2)cc1	0	5	3	-21	-2	11	-10[20 µM]	-22	0
7	CN(C)Cc1nc2ccccc2c(=O)n1Cc1nc(-c2cccc([N+](=O)[O-])c2)cs1	-6	-3	-2	3	2	-4	-9	13	14
8	CCc1ccccc1S(=O)(=O)Cc1ccc(C(=O)NC(C)C)o1	5	.	.	9	.	-9	-29	.	.
9	CCC(C)(C)NC(=O)C(c1ccco1)N(C(=O)CNC(=O)c1cccs1)c1cccnc1 (stereo not drawn)	-6	2	-3	7	-3	-3	-17[20 µM]	5	18
10	COc1ccc(S(=O)(=O)Cc2ccccc2)cc1N	1	1	-1	4	-4	-4	-11	-9	-16
11	CCOc1ccc(-c2nc(C)sc2CC(=O)O)cc1	6	-2	-2	-4	0	-4	-18[20 µM]	-2	21
12	O=C(c1ccc2c3c(cccc13)CC2)C1CCCN(C(=O)c2cccnc2)C1 (stereo not drawn)	-2	4	0	-12	-3	-9	-15	-24	-332
13	CCOc1cc(C2NN=C(c3ccccc3)S2)ccc1OCc1ccc(F)cc1 (stereo not drawn)	-2	-4	1	-21	-10	-5	-12[20 µM]	-8	-46
14	CC1CCCCN1S(=O)(=O)c1ccc(S(=O)(=O)N2CCN(c3ccc(F)cc3)CC2)cc1 (stereo not drawn)	0	-4	1	12	0	-2	-18	-16	-15
15	Cc1nn(C)c(C(=O)N2CCc3ccccc32)c1Cl	1	-3	3	-2	1	1	-18[20 µM]	-24	-16
16	CC1CC(C)CN(c2ncnc3c2cnn3C)C1 (stereo not drawn)	2	-1	0	-1	-6	4	-19	-8	19
17	FC(F)(F)c1ccc(CN2C[C@@H]3C(c4ccccc4)C4(c5ccccc5)CC3(C4)[C@H]2c2ccccc2)cc1 (stereo partly drawn)	.	-2	0	0	-17	.	-8	-18	-21
18	COc1cc(CNCCO)cc(Br)c1OCc1cccs1	-6	3	0	4	1	0	-12[20 µM]	-10	2
19	Cc1cc(NC(=O)c2cc(-c3ccco3)on2)no1	1	-1	1	-2	-53	-6	-20	-23	-13
20	CCOc1ccc2oc(C(=O)Nc3ccc(N4CCOCC4)cc3)c(C)c2c1	-5	-2	-2	-7	-6	0	-13[20 µM]	-3	6
21	O=C(COC(=O)C1(c2ccccc2)CC1)N1CCN(c2ccc(F)cc2)CC1	0	1	1	-1	-2	-6	-8	-2	-28
22	COc1ccc(NC(=O)C(c2ccccc2)N(C)C(=O)c2cnccn2)cc1 (stereo not drawn)	3	-4	0	-2	-6	-3	-29	-17	-1
23	COc1ccccc1OCCC(=O)Nc1nc(C)cs1	-2	0	1	-9	-6	-13	-23	-1	-4
24	COc1ccc([N+](=O)[O-])cc1NC(=O)c1cn(-c2ccc(C)c(C)c2)c(=O)c2ccccc12	9	-5	-2	-7	-10	-4	-21	-23	-30
25	CCc1ccc(Cn2nnc(C(=O)Nc3cccc(C)c3)c2N)cc1	-1	3	0	-15	-11	-10	-29	6	-41
26	Cc1nc(NCc2ccco2)c2c3c(sc2n1)CCC3	4	-4	0	-1	-11	-6	-23	-3	-46
27	Cc1nonc1C1CCCN1Cc1nc(-c2ccccc2Cl)oc1C (stereo not drawn)	2	-2	0	-5	-1	6	-5	1	-17
28	FC(F)(F)c1cc(-c2cccs2)nc2ncnn12	2	3	0	-18	-9	1	-70	-1	i
29	Cc1cccc(C(=O)NC2CCN(CC(=O)N3CCOCC3)CC2)c1	3	0	1	5	-21	-5	-23	-25	-13
30	COC(=O)c1c(-c2ccc(C)cc2)csc1N	1	7	7	4	-18	-3	-24	0	2
31	O=C(N/N=C/c1cn(-c2ccccc2)nc1-c1cc2ccccc2o1)c1ccccc1Br	5	-1	-2	-28	-16	-3	-20	-8	-48
32	O=C(COc1ccc(F)cc1)N(CC1=CCS(=O)(=O)C1)c1ccccc1	6	2	0	5	-8	-6	-19[20 µM]	5	-6
33	Cc1ccc2c(CN3CCN(CCO)CC3)cc(=O)oc2c1C	3	1	2	-14	-2	-5	-11[20 µM]	-12	2
34	O=C(c1ccccc1F)N(NC(=O)C(O)(c1ccccc1)c1ccccc1)c1ccccc1	3	3	2	7	-9	-5	-22	4	-5
35	O=C(N/N=C/c1ccc[nH]1)c1ccncc1	1	-2	1	-43	3	5	-4	-13	6
36	N#C/C(C(=O)Oc1ccccc1)=C1\C=CC=CN1	4	1	2	48	-4	-9	-4	0	3
37	CCc1c(C)c(C#N)c2nc3ccccc3n2c1N1CCN(c2cc(C)ccn2)CC1	4	-15	0	-3	-2	-2	-12[20 µM]	-18	27
38	Cc1cccc(N2CCN(c3ccc(N4C(=O)CCCC4=O)cc3[N+](=O)[O-])CC2)c1C	-6	-6	-8	15	-23	-6	-6	4	-20
39	CCOc1cccc(C(=O)Nc2nnc(-c3ccco3)s2)c1	4	10	17	-14	-22	1	-25	-16	-44
40	O=C(C[n+]1cccc(NC(=O)c2ccccc2)c1)c1cccc([N+](=O)[O-])c1	5	-2	-2	4	-5	-5	-27	-5	-19
41	COc1ccc(Oc2cccc(Cl)c2CNC(=O)CCC(=O)O)cc1	4	0	1	-5	-18	1	-9	-22	2
42	Cc1cc2ccccc2nc1SCC(=O)N1CCCC1	-6	4	-2	16	-12	-6	-2	-18	10
43	Cc1cnc(C(=O)Nc2ccccc2-c2ccc(C)o2)cn1	-1	0	4	-3	-7	2	-15[20 µM]	-6	-12
44	Clc1c(CSc2nc3ccccc3o2)nc2ccccn12	-3	1	0	2	-14	-11	-5	-22	3
45	Cc1c(C(=O)NN)[nH]c2ccc([N+](=O)[O-])cc12	3	-2	2	-32	-11	-14	-9	-16	-5
46	Cc1ccc(C(=O)O/N=C/c2c(C)nn(C)c2Cl)cc1	-2	-2	-4	-3	-3	-9	-13	1	20
47	Nc1c(C(=O)c2cccs2)sc2nsc(SCCN3CCCCC3)c12	0	-179	-43	-16	-16	-6	-18	2	9
48	Cc1ccc(/C=N/n2c(-c3ccncc3)n[nH]c2=S)cc1	8	22	24	-3	10	6	-14	-25	-4
49	Cc1noc(C)c1C(=O)Nc1sc2c(c1C(N)=O)CCC2	4	-2	-1	-10	0	2	-21[20 µM]	-11	-107
50	O=C(O)C1CCCN1c1ncnc2c1oc1ccccc12 (stereo not drawn)	2	5	0	-8	-3	-4	-28[20 µM]	-5	-19
51	Cn1c(=O)c2c(nc(N/N=C/c3cccnc3)n2Cc2ccccc2)n(C)c1=O	2	0	-2	-54	-17	-2	12	-1	-14
52	CC1CC(C)CN(S(=O)(=O)c2ccccc2[N+](=O)[O-])C1 (stereo not drawn)	-3	-3	0	9	2	-1	-9	7	2
53	Clc1ccccc1Cc1noc(CN2CCCCC2CCc2ccccn2)n1 (stereo not drawn)	1	0	-3	1	0	2	-21	-11	11
54	Cc1n(CC(O)COCc2ccccc2)c2ccccc2[n+]1C (stereo not drawn)	-5	10	-2	1	13	-6	-14[20 µM]	-39	11
55	Cc1cccc(C(C)C)c1NC(=O)COC(=O)c1cccc(S(=O)(=O)N2CCc3ccccc3C2)c1	0	3	-2	-5	-12	0	-17	-122	12
56	OCCN(CCO)CC(O)COc1ccc(Br)cc1 (stereo not drawn)	4&6	-1&2	-1&1	-12&1	-5&-3	-7&-6	-29&-6	-8&-12	-17&-3
57	Cc1ccc(/C=C/c2nnc(-c3cccc(C)c3)o2)cc1	0	-11	-5	-3	-5	-6	-2[20 µM]	-7	-3
58	O=C(O)c1ccc(COc2ccccc2/C=C2\NC(=O)N(Cc3ccc(F)cc3)C2=O)cc1	-1	-4	-4	-24	-15	-10	-19	11	-3

Ordered by length of the SMILES (smallest number first): 11 of the compounds above
entry	SMILES	p97 ATPase inh	Runt-SMMHC FRET	Runt-CBFb FRET	Tb hexokinase	p47phox inh	RBBP9 inhibitor	Furin inhibitor	EBV gp42 inh	m-calpain inh
56	OCCN(CCO)CC(O)COc1ccc(Br)cc1 (stereo not drawn)	4&6	-1&2	-1&1	-12&1	-5&-3	-7&-6	-29&-6	-8&-12	-17&-3
42	Cc1cc2ccccc2nc1SCC(=O)N1CCCC1	-6	4	-2	16	-12	-6	-2	-18	10
44	Clc1c(CSc2nc3ccccc3o2)nc2ccccn12	-3	1	0	2	-14	-11	-5	-22	3
43	Cc1cnc(C(=O)Nc2ccccc2-c2ccc(C)o2)cn1	-1	0	4	-3	-7	2	-15[20 µM]	-6	-12
49	Cc1noc(C)c1C(=O)Nc1sc2c(c1C(N)=O)CCC2	4	-2	-1	-10	0	2	-21[20 µM]	-11	-107
48	Cc1ccc(/C=N/n2c(-c3ccncc3)n[nH]c2=S)cc1	8	22	24	-3	10	6	-14	-25	-4
47	Nc1c(C(=O)c2cccs2)sc2nsc(SCCN3CCCCC3)c12	0	-179	-43	-16	-16	-6	-18	2	9
52	CC1CC(C)CN(S(=O)(=O)c2ccccc2[N+](=O)[O-])C1 (stereo not drawn)	-3	-3	0	9	2	-1	-9	7	2
51	Cn1c(=O)c2c(nc(N/N=C/c3cccnc3)n2Cc2ccccc2)n(C)c1=O	2	0	-2	-54	-17	-2	12	-1	-14
58	O=C(O)c1ccc(COc2ccccc2/C=C2\NC(=O)N(Cc3ccc(F)cc3)C2=O)cc1	-1	-4	-4	-24	-15	-10	-19	11	-3
55	Cc1cccc(C(C)C)c1NC(=O)COC(=O)c1cccc(S(=O)(=O)N2CCc3ccccc3C2)c1	0	3	-2	-5	-12	0	-17	-122	12

Retrieved by compound from above:
entry	SMILES	p97 ATPase inh	Runt-SMMHC FRET	Runt-CBFb FRET	Tb hexokinase	p47phox inh	RBBP9 inhibitor	Furin inhibitor	EBV gp42 inh	m-calpain inh
52	CC1CC(C)CN(S(=O)(=O)c2ccccc2[N+](=O)[O-])C1 (stereo not drawn)	-3	-3	0	9	2	-1	-9	7	2
43	Cc1cnc(C(=O)Nc2ccccc2-c2ccc(C)o2)cn1	-1	0	4	-3	-7	2	-15[20 µM]	-6	-12

Compound activity: PubChem, several laboratories
